Assay outcomes: PubChem, The Scripps Research Institute Molecular Screening Center
TAAR1 antagonist: antagonists of human TAAR1; Q96RJ0; CHO RD-HGA16 TAAR1, Fluo-8 calcium fluorescence, antagonist; AID 624466; actives 1.5% (n = 360,000); inhibition, % at 3 µM;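 active means inhibition above a per-plate cutoff, the mean inhibition of test compounds on that plate plus 3 SD, cut at about 49% in these data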;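 further: 0% = DMSO plus EC80 beta-PEA response and 100% = DMSO alone without agonist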
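Test system: RD-HGA16 CHO cells with stable hTAAR1 and Gα16 / Probe or stimulus: EC80 β-phenethylamine stimulus / Times: seeding 17-24 h prior, 75-min 37 °C, 30-min RT dye loading / Detection: Fluo-8 calcium-sensitive fluorescence / Read-out basis: % inhibition scaled between DMSO and EC80 PEA controls / Repeats: singlicate, one well per test compound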
OXTR agonist: human OXTR agonism | P30559 | CHO-OTR cells, Fluo-8 calcium fluorescence; normalized: DMSO 0%, oxytocin 100% | activation, % at 3 µM | actives 0.32% (n = 320,000);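 active means activation above the mean of all tested compounds plus 3 SD, cutoff set per screening run, cut at about 20% in these data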;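 further: peak over basal fluorescence ratio from a 100 s FLIPR kinetic read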
CHRM1 antagonist: human CHRM1 antagonism; inhibition, % at 3 µM; P11229; actives 1.3% (n = 360,000); CHO-K1 hM1, Fluo-8 calcium fluorescence, ACh EC80 antagonist;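 active means percent inhibition above its own plate's cutoff, namely the mean of that plate's compound wells plus 3 SD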;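 further: peak over basal fluorescence ratio during 140 s after agonist addition; 0% = ACh EC80 plus DMSO and 100% = DMSO alone without agonist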
Target sequence (P11229 whole entry, looked up): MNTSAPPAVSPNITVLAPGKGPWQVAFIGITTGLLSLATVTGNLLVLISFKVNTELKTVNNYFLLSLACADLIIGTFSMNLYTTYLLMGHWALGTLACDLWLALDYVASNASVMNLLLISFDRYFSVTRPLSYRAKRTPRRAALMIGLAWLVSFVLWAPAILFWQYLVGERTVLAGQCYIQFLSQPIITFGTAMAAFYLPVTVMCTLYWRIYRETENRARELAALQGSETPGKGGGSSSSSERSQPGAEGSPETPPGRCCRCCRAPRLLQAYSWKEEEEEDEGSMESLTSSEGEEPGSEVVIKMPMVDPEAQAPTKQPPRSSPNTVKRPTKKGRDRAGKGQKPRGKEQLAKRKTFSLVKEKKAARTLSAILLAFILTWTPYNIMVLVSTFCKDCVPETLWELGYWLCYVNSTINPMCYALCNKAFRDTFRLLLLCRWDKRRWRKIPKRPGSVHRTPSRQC
CHRM1 agonist: human M1 muscarinic receptor agonism; actives 0.33% (n = 360,000); activation, % at 3 µM; CHO-K1 hM1, Fluo-8 calcium fluorescence, agonist mode; 0% DMSO, 100% acetylcholine EC100; AID 588814; P11229;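 active means activation above the run's mean compound activation plus 3 SD, cut at about 16% in these data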;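 further: peak over basal fluorescence ratio within a 140 s kinetic read after compound addition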
OXTR potentiate: human OXTR potentiation | actives 0.061% (n = 320,000) | CHO-OTR cells, Fluo-8 calcium fluorescence, potentiator mode; 0% = oxytocin EC15, 100% = EC100 | AID 2445 | activation, % at 3 µM;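 active means activation above that plate's cutoff, the mean activation of tested compounds plus 3 SD, cut at about 6.6% in these data, passing the limit was not always enough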;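 further: 100% uses oxytocin at 75 nM as the full agonist control; some results filed as inactive read as strong as hits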
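System: human OTR in CHO cells / Also added: sub-maximal oxytocin, roughly EC15 / Control set: EC15 oxytocin low, 75 nM oxytocin high / Schedule: 6 min compound pre-incubation at room temperature, 100 s kinetic read / Compound: single-point 3.0 µM / Replication: singlicate / Technique: Fluo-8 calcium dye fluorescence / Read-out basis: % activation of max/min ratio relative to oxytocin controls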
TAAR1 ag: human TAAR1 agonism; Q96RJ0; CHO RD-HGA16 TAAR1, Fluo-8 calcium fluorescence; vehicle wells 0%, saturating PEA agonist 100%; activation, % at 3 µM; actives 0.99% (n = 360,000); AID 624467;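 active means activation above the mean activation of all test compounds in the run plus 3 SD, cut at about 38% in these data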
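Test system: RD-HGA16 (CHO) cells co-expressing Gα16 and hTAAR1 / Benchmarks: DMSO vehicle as 0%, PEA at EC100 as 100% / Repeats: no replicates (n 1) / Measure: % activation from peak over basal fluorescence ratio, DMSO-to-PEA scaled / Timing: 17-24 h plating, Fluo-8 75 min 37 °C, 30 min RT / Technique: kinetic Fluo-8 calcium fluorescence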
V1R ag counter: counter-screen for oxytocin receptor agonists: human V1a receptor agonists; P37288; AID 2797; CHO-V1R cells, Fluo-8 calcium fluorescence, agonist mode; 0% DMSO, 100% 3 nM vasopressin; actives 0.25% (n = 320,000); activation, % at 3 µM;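 active means activation above the mean activation of all tested compounds plus 3 SD, per screening run, cut at about 20% in these data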;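 further: signal is peak over basal fluorescence ratio across a 100 second FLIPR read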
Target sequence (P37288 whole entry, looked up): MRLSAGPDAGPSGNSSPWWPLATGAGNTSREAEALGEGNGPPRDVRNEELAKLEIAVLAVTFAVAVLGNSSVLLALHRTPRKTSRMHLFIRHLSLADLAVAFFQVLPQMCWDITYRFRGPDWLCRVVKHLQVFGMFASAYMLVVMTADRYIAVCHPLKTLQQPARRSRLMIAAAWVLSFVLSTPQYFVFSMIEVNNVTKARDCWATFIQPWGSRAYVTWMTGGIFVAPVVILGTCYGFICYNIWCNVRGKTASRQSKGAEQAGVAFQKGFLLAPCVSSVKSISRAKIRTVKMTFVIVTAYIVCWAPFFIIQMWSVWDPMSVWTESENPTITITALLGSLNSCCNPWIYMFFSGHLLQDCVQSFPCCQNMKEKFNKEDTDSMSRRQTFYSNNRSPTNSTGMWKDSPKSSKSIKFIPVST
CHO parental Ca: signal in parental CHO cells, OX1R antagonist counter-screen; parental CHO-K1, ATP-induced calcium, Fluo-8 fluorescence; inhibition, % at 5.6 µM; actives 0.63% (n = 330,000); AID 463079;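 active means inhibition above that plate's mean sample inhibition plus 3 SD, cut at about 26% in these data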;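 further: 0% = ATP-challenged DMSO wells and 100% = DMSO wells without ATP; some compounds past the cut are filed as inactive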
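Assay system: untransfected parental CHO cell line. Also added: ATP agonist challenge. Dosing: one dose, 5.6 µM nominal. Measured by: Fluo-8 fluorescence. Read-out: % inhibition. Benchmarks: ATP wells versus no-ATP DMSO wells. Repeats: no replicates.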
M1 PAM: potentiates human M1 receptor response to acetylcholine. CHO-K1 hM1, Fluo-8 calcium fluorescence, ACh EC20; 0% = ACh EC20, 100% = maximal ACh. activation, % at 3 µM. actives 0.088% (n = 360,000). AID 588819; in the data active means activation above about 19%, passing the limit was not always enough
Active calls of the source: *; x = no result given.

SMILES	TAAR1 antagonist	OXTR agonist	CHRM1 antagonist	CHRM1 agonist	OXTR potentiate	TAAR1 ag	V1R ag counter	CHO parental Ca	M1 PAM
Cc1cccc(CCN2C(N(C)C)=NC[C@@H]2Cc2ccccc2)c1	1	-0.9	2	-11	-4	19	0.2	-18	-3
COc1ccc(-c2ccc(=O)n(Cc3ccc([N+](=O)[O-])cc3)n2)cc1	-8	5.8	-1	3	-28	4	5.6	17	0
CCOc1ncccc1C(=O)Nc1ccc(F)c(F)c1	5	-2.5	-17	-6	0	5	-1.6	-6	9
COc1cccc(-c2nc(CS(=O)CC(=O)NCc3ccc4c(c3)OCO4)c(C)o2)c1 (stereo not given)	-10	-2.0	0	-3	-5	-2	0.0	-14	0
C[C@@H]1OC(Nc2ccc(N=Nc3ccccc3)cc2)[C@H](O)[C@H](O)[C@H]1O (stereo not given in full)	23	-0.2	0	1	-4	3	-0.5	-4	-3
O=C(N=Nc1c(O)[nH]c2ccccc12)c1ccc2c(c1)OCO2	1	-0.3	-4	0	-3	6	0.5	-6	9
N=c1c(S(=O)(=O)c2ccc(F)cc2)cc2c(=O)n3ccccc3nc2n1CC1CCCO1 (stereo not given)	14	0.5	-10	-4	0	0	-0.1	6	6
CCC(=O)Nc1cc(OC)c(NC(=S)Nc2ccccc2CC)cc1OC	-14	x	7	-2	x	-1	x	x	-3
S=C(Nc1ccccc1)N1CCCCCC1	4	-0.4	4	-5	-9	1	0.7	6	3
COC(=O)CN1C(=S)N(Cc2ccccc2)C(=O)C1CC(=O)Nc1ccc(OC)cc1 (stereo not given)	2	3.2	-15	-4	-9	0	1.9	-12	12
Cc1ccc(NC(=O)c2ccc(OCc3c(C)noc3C)cc2)cc1	-9	5.1	x	x	-6	-1	2.6	10	x
CCc1ccc(CN(C)C(=O)c2cc(COc3cncc(Cl)c3)on2)cc1	-1	x	-9	-3	x	-1	x	x	1

Gathered by group, those above containing a halogen (3)
SMILES	TAAR1 antagonist	OXTR agonist	CHRM1 antagonist	CHRM1 agonist	OXTR potentiate	TAAR1 ag	V1R ag counter	CHO parental Ca	M1 PAM
CCOc1ncccc1C(=O)Nc1ccc(F)c(F)c1	5	-2.5	-17	-6	0	5	-1.6	-6	9
N=c1c(S(=O)(=O)c2ccc(F)cc2)cc2c(=O)n3ccccc3nc2n1CC1CCCO1 (stereo not given)	14	0.5	-10	-4	0	0	-0.1	6	6
CCc1ccc(CN(C)C(=O)c2cc(COc3cncc(Cl)c3)on2)cc1	-1	x	-9	-3	x	-1	x	x	1

Additional structures.
SMILES	TAAR1 antagonist	OXTR agonist	CHRM1 antagonist	CHRM1 agonist	OXTR potentiate	TAAR1 ag	V1R ag counter	CHO parental Ca	M1 PAM
CS(=O)(=O)N(Cc1ccccc1)c1ccc(C(=O)NCC2CCCO2)cc1 (stereo not given)	8	3.0	-4	-3	-9	5	1.6	-3	2
O=C(N/N=C/C(c1ccccc1)c1ccccc1)c1ccccc1F	-14	-1.8	10	-2	0	2	-1.3	-15	0
Cc1cccc(C(=O)Nc2sc3c(c2C(=O)O)CCC3)c1	-17	-0.8	-21	-3	4	-1	-0.7	-3	3
C#CCCc1cscc1/C=[N+](\[O-])c1ccc(C(=O)OCC)cc1	-6	0.2	-5	-6	-1	1	0.1	-14	4
CNC[C@@H]1Oc2cc(Br)ccc2S(=O)(=O)N([C@H](C)CO)C[C@H]1C	0	x	-4	-2	x	3	x	x	4
CCN(CC)S(=O)(=O)c1cc(NC(=O)CNc2c(C)n(C)n(-c3ccccc3)c2=O)ccc1C	5	-0.5	-7	-11	2	0	-0.2	-1	7
O=C(NCc1ccc2c(c1)OCO2)C1CCCN(S(=O)(=O)c2cccnc2)C1 (stereo not given)	-10	-0.7	-6	0	-7	-1	-0.1	-3	12
CCn1nc(C)c(CNC(=O)CC2C(=O)NCCN2CC(C)C)c1C (stereo not given)	-23	-0.7	-13	0	0	1	0.8	-18	11
CC(C)(C)C1C=C(Sc2ccccc2)C(=O)O1 (stereo not given)	-8	0.7	3	-2	0	2	-0.5	-4	2
Cc1ccccc1-c1cc2nc(NCCCN(C)C)n(C)c(=O)c2s1	7	x	-13	-7	x	0	x	x	9
CCN1CCN(C(c2cccs2)C(C)NC(=O)c2ccccc2)CC1 (stereo not given)	-3	1.4	-13	-4	-2	0	0.7	-1	7
CCc1c(C)nn(C(=O)/C(C#N)=C\N(C)C)c1C	-2	0.4	-12	-1	0	5	1.1	-9	8

3 entries from above, ordered by molar mass, falling.
SMILES	TAAR1 antagonist	OXTR agonist	CHRM1 antagonist	CHRM1 agonist	OXTR potentiate	TAAR1 ag	V1R ag counter	CHO parental Ca	M1 PAM
CS(=O)(=O)N(Cc1ccccc1)c1ccc(C(=O)NCC2CCCO2)cc1 (stereo not given)	8	3.0	-4	-3	-9	5	1.6	-3	2
CCn1nc(C)c(CNC(=O)CC2C(=O)NCCN2CC(C)C)c1C (stereo not given)	-23	-0.7	-13	0	0	1	0.8	-18	11
O=C(N/N=C/C(c1ccccc1)c1ccccc1)c1ccccc1F	-14	-1.8	10	-2	0	2	-1.3	-15	0

(cont.)
SMILES	TAAR1 antagonist	OXTR agonist	CHRM1 antagonist	CHRM1 agonist	OXTR potentiate	TAAR1 ag	V1R ag counter	CHO parental Ca	M1 PAM
COc1ccc(CNS(=O)(=O)c2cc(OCC(N)=O)c(C)cc2Cl)cc1	1	0.5	-2	-4	0	18	0.4	-7	7
O=S(=O)(c1ccccc1)c1cc(O)ccc1O	-1	1.0	-6	-3	-3	9	-0.5	-1	4
COc1ccc(NC2CCCN(C(=O)CCCN3CCCCC3=O)C2)cc1 (stereo not given)	-28	-0.5	19	-1	-18	0	1.4	6	-4
CC(C)C(NC(=O)C1CCCCC1)C(=O)NCc1ccccn1 (stereo not given)	-13	-0.2	-3	-5	-2	8	-0.4	-11	3
COc1ccc(NC(=O)/C=C/c2cccc(F)c2)cn1	-16	1.8	-3	-5	-10	8	2.7	-3	6
CSc1ccc(CN2CCC(n3nccc3NC(=O)CCCc3ccccc3)CC2)cc1	11	12	28	10	-8	12	6.0	-26	-3
COc1cc(N)ccc1NC(=O)c1cccs1	2	-0.2	5	-4	-2	2	0.4	-27	-3
Cn1c(=O)cc(OCCCC(=O)NC2CCCC2)c2ccccc21	8	-0.1	-2	-3	3	9	-0.5	-4	7
c1ccc2c(-c3nnc(SCc4cn5ccccc5n4)o3)c[nH]c2c1	17	1.1	-6	-2	-10	18	3.0	-22	4
N#CCCN1CCN(S(=O)(=O)c2ccc(S(=O)(=O)NC3CCCC3)cc2)CC1	-3	0.5	-6	-5	-7	1	0.1	-13	0
COc1ccc(Cl)cc1S(=O)(=O)N1CCCc2ccccc21	-6	-1.4	4	-6	-5	1	-1.5	-14	-6
COc1ccc(CN(C(=O)CNC(=O)c2ccco2)C(C(=O)NCC2CCCO2)c2ccccc2)cc1 (stereo not given)	15	1.6	-19	-1	-6	1	2.4	-17	11

A second format for part of the listing above:
Values run as follows: TAAR1 antagonist	OXTR agonist	CHRM1 antagonist	CHRM1 agonist	OXTR potentiate	TAAR1 ag	V1R ag counter	CHO parental Ca	M1 PAM
- COc1ccc(CN(C(=O)CNC(=O)c2ccco2)C(C(=O)NCC2CCCO2)c2ccccc2)cc1 (stereo not given)
  15	1.6	-19	-1	-6	1	2.4	-17	11
- COc1ccc(Cl)cc1S(=O)(=O)N1CCCc2ccccc21
  -6	-1.4	4	-6	-5	1	-1.5	-14	-6
- c1ccc2c(-c3nnc(SCc4cn5ccccc5n4)o3)c[nH]c2c1
  17	1.1	-6	-2	-10	18	3.0	-22	4
- Cn1c(=O)cc(OCCCC(=O)NC2CCCC2)c2ccccc21
  8	-0.1	-2	-3	3	9	-0.5	-4	7
- COc1ccc(NC(=O)/C=C/c2cccc(F)c2)cn1
  -16	1.8	-3	-5	-10	8	2.7	-3	6

Later entries.
SMILES	TAAR1 antagonist	OXTR agonist	CHRM1 antagonist	CHRM1 agonist	OXTR potentiate	TAAR1 ag	V1R ag counter	CHO parental Ca	M1 PAM
Cc1ccc(N2CC(C(=O)NC3CCSC3=O)CC2=O)cc1 (stereo not given)	-4	-0.2	-9	0	-6	1	0.0	-6	11
Cc1ccc(F)cc1NC(=S)NCCc1ccccc1	-14	-1.1	-5	-9	-9	33	1.8	-7	6
CSc1nc2c(c(=O)[nH]1)C(c1cccc(Br)c1)CC(=O)N2 (stereo not given)	11	-1.0	-10	-14	-2	1	0.4	10	-4
c1ccc(CNCC2COc3ccccc3O2)cc1 (stereo not given)	-5	2.4	3	-5	-6	3	1.1	-22	-5
Cc1[nH]c(=O)c(C(=O)c2ccccc2O)cc1C(=O)O	-4	0.8	-8	-2	-2	1	1.1	-11	11
Cc1ccc(C)n1-c1nn(S(=O)(=O)c2cccc3cccnc23)c2cccc(F)c12	4	0.4	-5	-2	-11	10	2.0	-19	4
CCOC(=O)C1=C(COC(=O)COc2ccccc2OCC)NC(=O)NC1C (stereo not given)	38	-0.8	6	-3	-8	14	0.5	-16	-4
Cc1cc(C(=O)OCC(=O)Nc2cc(S(=O)(=O)N(C)C)ccc2C)c(C)o1	8	-1.4	x	x	-6	2	-0.4	-27	x
N#Cc1ccc(OC(=O)C2CCN(C3=NS(=O)(=O)c4ccccc43)CC2)cc1	11	1.5	-3	-2	-4	1	0.7	-7	4
COc1ccc2cc(C(C)C(=O)N3CCC(C(N)=O)CC3)ccc2c1 (stereo not given)	-11	2.3	-18	-8	-1	-3	0.3	2	17
Cn1c(C(=O)NCCCN2CCCCC2)cc2sccc21	13	-0.6	-15	-14	-2	4	-0.7	-8	5
CC1CCCCN1C(=O)CSc1nnc(-c2ccccc2O)o1 (stereo not given)	-19	2.1	-6	-3	2	3	1.3	-21	2
O=C(OCC(=O)N1CCOCC1)c1ccc2c(c1)OCCO2	-4	0.6	-33	0	-6	6	2.6	-9	3
COc1ccc(OC)c(S(=O)(=O)N2CCC(C(=O)Nc3ccc(C)c(C)c3)CC2)c1	61*	2.1	36*	5	-21	31	5.6	11	-12
COc1ccc(CN2CCCC(CNC(=O)c3ccc(F)cc3)C2)c(F)c1 (stereo not given)	-7	-0.8	-3	-12	-2	6	0.1	-13	3
O=C(N1CCCCCC1)N1CCN(S(=O)(=O)N2CCCCC2)CC1	11	1.1	-12	0	-6	7	8.9	-16	4
COc1cc2c(cc1O)[C@@H]1Cc3cc(OC)c(OC)cc3C(C2)N1C	10	2.4	-12	-6	7	0	0.6	-19	5
